MrgX1 agonist: human MrgX1 receptor agonism, primary screen. Q96LB2. MrgX1-HEK293 cells, Fluo-4 calcium fluorescence, agonist mode; active compounds read high. B-score at 10 µM. hit rate 0.44% among 310,000. AID 588627;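 active = calcium response B-score plate-corrected fluorescence ratio at least 3 library SD, with starting fluorescence B-score inside 5 SD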
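times = overnight plating, then 30 min 37 °C plus 30 min room-temperature dye loading | assay system = stable human MrgX1 HEK293 cell line | input = fifteen thousand cells per well | signal = kinetic calcium dye fluorescence, Fluo-4 NW | dosing = compound delivered in addition one of three | read-out = B-scored fluorescence response ratio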
HIF act: HIF pathway transcriptional activation. activation, % at 7.5 µM (by protocol). hit rate 0.32% among 300,000. U2OS HRE-luciferase reporter, luminescence; normalized: DMSO 0%, desferrioxamine 100%;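 active = mean activation of at least 10% of the iron chelator positive control signal, with at least half of replicates also reaching 10%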
RGS4 block: inhibitors of human RGS4; HEK293 M3R/RGS4 inducible, Fluo-4 calcium flux; active compounds read high; triggered by carbachol at its EC20; B-score at 10 µM; hit rate 0.45% among 310,000; AID 463165;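 active = B-score, a plate-corrected calcium signal, over three deviations above library mean, with baseline fluorescence within five deviations of library mean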;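 note: RGS4 expression induced by doxycycline in cells with stable M3 receptor; B-score is computed from the integrated fluorescence ratio over baseline after carbachol; higher B-score means a larger calcium signal and so more RGS4 inhibition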
MrgX1 antag: human MrgX1 receptor antagonism, primary screen | Q96LB2 | MRGX1-HEK293 calcium flux, Fluo-4, BAM8-22 antagonism; active compounds read low | B-score at 10 µM | hit rate 1.3% among 310,000 | AID 588676;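 active = calcium-response B-score plate-corrected more than 3 library SD below zero, starting fluorescence within 5 deviations, no agonist response on first addition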;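 note: peak minus trough fluorescence over baseline after final BAM8-22 challenge near maximal dose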
TRPC6 inh: blocks the mouse TRPC6 cation channel. HEK293-TRPC6, membrane potential dye, ACh-evoked depolarization; active compounds read low. Q61143. B-score at 10 µM. hit rate 1.1% among 310,000;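 active = B-score under library mean minus 3 SD, initial fluorescence not abnormally high, positive integrated signal ratio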;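 note: B-score derived from integrated fluorescence ratio over the kinetic read; more negative B-score means stronger inhibition of depolarization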
SKKanGAS inh: inhibitors of SKKanGAS S. pyogenes growth in kanamycin (SK-promoter or general growth effect). BacTiter-Glo, 6 h. inhibition, % at 7.5 µM. hit rate 1.3% among 300,000. AID 1662;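 active = mean replicate score, as percent of positive control median, at least 50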;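 note: strain carries kanamycin resistance gene driven by streptokinase promoter and grows in 40 µg/ml kanamycin; loss of luminescence reflects streptokinase promoter inhibition or plain growth inhibition; 0% = median of DMSO wells and 100% = positive control at its reference dose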
Platelet DG rel: platelet dense granule release activity; hit rate 0.22% among 300,000; human platelet-rich plasma, SFLLRN dense granule ATP release, luminescence; inhibition, %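 (compounds screened at 7.5 µM in platelet-rich plasma)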;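 active = mean replicate score, as percent of positive control, at or above 50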
TRPC4 inh: blocks the mouse TRPC4 cation channel; Q9QUQ5; HEK293 TRPC4beta/mu-opioid, DAMGO-evoked Fluo4 calcium flux; active compounds read low; B-score at 10 µM; hit rate 0.39% among 300,000;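 active = B-score over 3 SD under the library average, no early fluorescence shift, positive overall ratio signal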
Target sequence (Q9QUQ5 whole entry, looked up): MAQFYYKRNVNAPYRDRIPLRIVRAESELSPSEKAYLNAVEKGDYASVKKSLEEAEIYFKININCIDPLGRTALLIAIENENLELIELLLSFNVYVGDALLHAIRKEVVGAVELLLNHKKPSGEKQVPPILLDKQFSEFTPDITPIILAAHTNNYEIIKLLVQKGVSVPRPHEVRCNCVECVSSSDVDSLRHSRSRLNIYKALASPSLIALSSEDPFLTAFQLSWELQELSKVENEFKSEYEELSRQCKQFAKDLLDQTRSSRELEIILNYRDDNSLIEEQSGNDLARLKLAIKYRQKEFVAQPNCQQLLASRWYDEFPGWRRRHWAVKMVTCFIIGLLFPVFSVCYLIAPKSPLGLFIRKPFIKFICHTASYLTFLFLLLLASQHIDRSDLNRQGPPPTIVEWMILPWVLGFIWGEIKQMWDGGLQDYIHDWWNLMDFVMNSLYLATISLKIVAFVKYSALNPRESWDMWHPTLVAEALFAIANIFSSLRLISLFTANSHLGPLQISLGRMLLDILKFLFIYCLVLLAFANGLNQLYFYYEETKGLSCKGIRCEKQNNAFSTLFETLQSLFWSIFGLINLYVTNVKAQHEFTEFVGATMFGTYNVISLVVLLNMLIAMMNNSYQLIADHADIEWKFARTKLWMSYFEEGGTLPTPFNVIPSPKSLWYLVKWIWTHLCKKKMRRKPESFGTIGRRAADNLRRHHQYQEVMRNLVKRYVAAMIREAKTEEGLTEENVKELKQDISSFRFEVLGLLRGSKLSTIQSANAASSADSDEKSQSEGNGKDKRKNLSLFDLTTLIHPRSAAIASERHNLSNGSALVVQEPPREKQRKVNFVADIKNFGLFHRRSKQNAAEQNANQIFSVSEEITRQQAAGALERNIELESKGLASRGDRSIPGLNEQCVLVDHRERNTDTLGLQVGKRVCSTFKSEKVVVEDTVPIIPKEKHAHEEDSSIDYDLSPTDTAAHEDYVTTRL
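Assay system: Stable TRPC4beta/mu-opioid receptor HEK293 cells | Reagent: DAMGO in two steps, submaximal then maximal | Compound dosing: Single concentration per test compound | Signal: Fluo4 Ca2+ flux fluorescence | Evaluation: Per-well B score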
MrgX1 allo act: human MrgX1 positive allosteric modulation, primary screen | hit rate 0.63% among 310,000 | B-score at 10 µM | MrgX1-HEK293, Fluo-4 calcium flux, FDSS; active compounds read high;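 active = plate-corrected calcium response at least 3 library SD above typical, normal starting fluorescence, not activating the receptor alone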;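 note: compound read alongside a low EC10 to EC30 dose of BAM8-22 agonist; peak minus trough fluorescence over baseline measured at the second addition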
TRPC6 act: mouse TRPC6 channel activation; HEK293-TRPC6 membrane potential dye fluorescence; active compounds read high; hit rate 0.13% among 310,000; B-score at 10 µM; Q61143;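 active = B-score of the integrated fluorescence ratio above library mean plus 3 SD, and starting fluorescence ratio within library mean plus 5 SD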;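 note: higher score means more depolarization so channel activation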
RGS4 act: potentiators or activators of RGS4 | HEK293 M3R/inducible RGS4, carbachol calcium flux Fluo4; active compounds read low | B-score at 10 µM | hit rate 0.92% among 310,000;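 active = B-score of the integrated calcium signal more than 4 SD below the library mean, with starting fluorescence not abnormally high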;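 note: negative B-score means reduced calcium response which marks RGS4 activation or potentiation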
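Also added: carbachol at ECmax as muscarinic agonist stimulus; Assay system: HEK293 cells with stable M3R and inducible RGS4; Timing: overnight RGS4 induction, 30 min dye load 37 °C, 20 min compound RT; Measured by: Fluo4-AM (2 µM) calcium-flux fluorescence, kinetic read.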
An asterisk follows results filed as active; i = inactive; / = not tested or not shown.

mol	MrgX1 agonist	HIF act	RGS4 block	MrgX1 antag	TRPC6 inh	SKKanGAS inh	Platelet DG rel	TRPC4 inh	MrgX1 allo act	TRPC6 act	RGS4 act
CC12CCC(C(=O)NNc3ccc([N+](=O)[O-])cc3)(CC1=O)C2(C)C (configuration not stated)	i	-0.3	i	i	i	4	-1	i	i	i	i
O=C(O)CSc1ncnc2sc(-c3ccccc3)cc12	i	0.3	i	i	i	4	-3	i	i	i	i
COc1ccc(-c2cc(=O)oc3c(C)c(OC(C)C(=O)NCc4ccccn4)ccc23)cc1 (configuration not stated)	i	-0.1	i	i	i	-3	0	i	i	i	i
CCC(=O)NCCCc1nc2ccccc2n1Cc1ccccc1F	i	-0.8	i	i	i	-2	6	i	i	i	i
Cc1nn(Cc2ccc(F)cc2)c(Cl)c1/C=N/NC(=O)c1ccccc1	i	0.5	i	i	i	3	0	i	i	i	i
CCC(C)NC(=O)NCc1ccccc1F (configuration not stated)	i	0.0	i	i	i	5	-2	i	i	i	i
O=C1CCCN1CCCN=c1c([N+](=O)[O-])nn(-c2ccc(Cl)cc2)n1O	/	1.1	i	/	i	12	0	i	/	i	i
COc1cccc(-c2nn(-c3ccccc3)cc2/C=C(/NC(=O)c2ccccc2)C(=O)O)c1	i	-0.4	i	i	i	8	14	i	i	i	i
Cn1cccc1-c1nc2ccc(NC(=O)c3ccccc3)cc2[nH]1	i	1.6	i	i	i	-7	-8	i	7.2*	i	i
CC(=O)c1ccc(NS(=O)(=O)c2c(C)cc(C)cc2C)cc1	i	2.3	i	i	i	0	9	i	i	i	i
N=c1n(Cc2ccccc2)c2ccccc2n1CC(O)COc1ccc(Cl)cc1Cl (configuration not stated)	/	-7.6	i	/	i	/	5	i	/	i	-9*
O=C(O)c1ccccc1C(=O)Nc1ccc(Br)c2cccnc12	i	0.4	i	i	i	19	-2	i	i	i	i
COC(=O)c1c(S(=O)(=O)NCc2ccccc2)sc(C(=O)O)c1C	i	-0.3	i	i	i	14	0	i	i	i	i
O=C(CSc1nnc2ccccn12)Nc1ccccc1C(=O)NC1CC1	i	-0.2	i	i	i	-1	-7	i	i	i	i
O=C(NCCCN1CCOCC1)c1ccc(S(=O)(=O)Nc2cccc(C(F)(F)F)c2)cc1	i	0.5	i	i	i	-1	-5	i	i	i	i
O=C(O)c1nccnc1C(=O)Nc1ccc(S(=O)(=O)N2CCOCC2)cc1	i	0.0	i	i	i	4	-1	i	i	i	i
Cc1ccc2oc(=O)cc(CN3CCCCC3)c2c1	i	-9.8	i	i	i	1	2	i	i	i	i
COC(=O)c1cnn(-c2nc(OC)cc(OC)n2)c1C	i	-0.1	i	i	i	-1	4	i	i	i	i
CC(OC(=O)CCc1nc(=O)c2ccccc2n1C)C(=O)NCc1ccc2c(c1)OCO2 (configuration not stated)	i	-0.3	i	i	i	-6	1	/	i	i	i
CC1CCCCC1NC(=S)NC(=O)c1ccccc1Br (configuration not stated)	i	0.5	i	i	i	18	-8	i	i	i	i
COc1ccc(CNC(=O)CC2Sc3ccccc3NC2=O)cc1 (configuration not stated)	i	-0.5	i	i	i	-1	-7	i	i	i	i
COC(=O)c1cc(=O)n(-c2ccccc2)c(=Nc2ccccc2)s1	i	0.4	8.1*	i	i	-2	10	i	i	i	i
CCOC(=O)c1c(C)[nH]c(C)c1C(=O)COC(=O)c1ccc(S(=O)(=O)N(CC)CC)cc1	i	-0.4	i	i	i	-6	3	i	i	i	i
CC(C)(C)OC(=O)N1CCC(C(=O)NNC(=O)c2ccc(Cl)cc2Cl)CC1	i	-0.3	i	i	i	-3	-8	i	i	i	i
CCOC(=O)c1ccc(NC(=O)C2(c3ccccc3)CCCC2)cc1	i	-0.4	i	i	i	21	1	i	i	i	i
COc1ccc(OC)c(C2=NNC(=NCc3ccc4c(c3)OCO4)SC2)c1	i	0.1	i	i	i	-2	2	i	i	i	i
Cn1c(=O)c2c(SCC(=O)NCc3ccco3)nc(-c3ccccc3Cl)nc2n(C)c1=O	i	0.2	i	i	i	-2	-10	i	i	i	i
O=C(O)COc1ccccc1/C=N/n1c(C2CCCCC2)n[nH]c1=S	i	1.1	i	i	i	0	-4	i	i	i	i
CCN(CC)C(=O)NCc1c(C)cc(C)cc1C	i	-0.1	i	i	i	-2	2	i	i	i	i
CCc1cccc(NC(=S)N(CCCN2CCOCC2)C(C)c2cc3cccc(OC)c3o2)c1 (configuration not stated)	i	/	i	i	i	1	4	i	i	i	i
COc1ccc(S(=O)(=O)n2oc(=O)cc2-c2ccccc2)cc1OC	i	1.0	i	i	i	6	2	i	i	i	i
COc1ccc(C(=O)NCC2CCCN2S(=O)(=O)c2cccs2)cc1 (configuration not stated)	i	-35	i	i	i	-3	0	i	i	i	i
Cc1cccc(NC(=S)N/N=C/c2cccn2Cc2ccc(F)cc2)c1	i	-0.2	i	i	i	11	-7	i	i	i	i
CCNC(=O)Nc1ccc(S(=O)(=O)Nc2cnc(C)nc2C)cc1	i	-31	i	i	i	-1	-9	i	i	i	i
N#Cc1cc2ccccc2n2nnnc12	i	0.2	i	i	i	0	1	i	i	i	i
O=C1c2ccccc2C(=O)c2c1oc(C(F)(F)F)c2C(=O)c1ccccc1	i	-1.8	i	i	i	106*	0	i	i	i	i
COC(=O)CSc1snnc1-c1ccc(Cl)cc1Cl	i	-0.5	i	i	i	3	3	i	i	i	i
CC1CCCN(S(=O)(=O)c2csc(C(N)=O)c2)C1 (configuration not stated)	i	-0.2	i	i	i	-9	-11	i	i	i	i
Cc1ccc2nc(NCc3ccccc3)c(C=NCc3ccccc3)c(=O)n2c1	i	0.5	i	i	i	1	3	i	i	i	i
OCC1(Cc2ccccc2)CCN(CCCC2CCCC2)CC1	i	/	i	i	i	-14	-4	i	i	i	i
Cc1ccccc1C(=O)Nc1ccnc(-c2ccncc2)n1	i	1.1	i	i	i	-2	-6	i	i	i	i
CCOc1ccc(-c2nnn(CC(=O)N3CCN(c4ccc(OC)cc4)CC3)n2)cc1OCC	i	-0.6	i	i	i	1	2	i	i	i	i
COc1ccc(C(=O)NCc2csc(C)n2)cc1OC1CCN(C(C)=O)CC1	i	0.0	i	i	i	-3	-2	i	i	i	i
COc1cccc2cc(C(=O)NCc3ccccc3)c(=N)oc12	i	-0.2	i	i	i	-6	29	i	i	i	i
O=C(Oc1ccccc1Cl)c1ccc(-n2cncn2)nc1	i	-2.7	i	i	i	3	2	i	i	i	i
CCOc1ccc(S(=O)(=O)N2CCN(Cc3ccc4c(c3)OCO4)CC2)cc1Cl	i	-0.1	i	i	i	2	-4	i	i	i	i
O=C(Cn1nc(-c2cccc(Cl)c2)ccc1=O)Nc1ccc(C(=O)NC2CC2)cc1	i	-0.4	i	i	i	4	-2	i	i	i	i
COc1cccc(CCNC(=O)CC2C(=O)NCCN2CC(C)(C)C)c1 (configuration not stated)	i	-0.2	i	i	i	0	0	i	i	i	i
Cc1cc(C(=O)NCCCOC(C)C)c2ccccc2n1	i	-0.4	i	i	i	3	-3	i	i	i	i
Cc1noc(C)c1-c1nc(CSc2ccccc2)no1	i	1.1	i	i	i	4	-7	i	i	i	i

The list goes on.
mol	MrgX1 agonist	HIF act	RGS4 block	MrgX1 antag	TRPC6 inh	SKKanGAS inh	Platelet DG rel	TRPC4 inh	MrgX1 allo act	TRPC6 act	RGS4 act
OCCNC(=S)NCc1ccccc1	i	0.2	i	i	i	-4	-1	i	i	i	i
Cc1ccc(N(CC(=O)NC(C)(C)C)C(=O)CNC(=O)c2cccs2)cc1	i	0.5	i	i	i	-7	0	i	i	i	i
CCn1cnc2c1c(=O)n(CC(=O)NCC(F)(F)F)c(=O)n2Cc1ccccc1	i	-0.5	i	i	i	0	8	i	i	i	i
N/C(=N\OC(=O)c1cc(-c2ccccc2)nc2ccccc12)c1ccc(Cl)cc1	i	1.0	i	i	i	-8	-1	i	i	i	i
Cc1cc(NC(=O)COC(=O)C2CC(=O)N(c3ccc(Cl)cc3)C2)no1 (configuration not stated)	i	-0.2	i	i	i	-3	1	i	i	i	i
CCn1c(SCC(=O)c2cc(OC)ccc2OC)nnc1-c1ccncc1	i	0.4	i	i	i	4	-4	i	i	i	i
O=C(CSc1nnc(NC(=O)C2CC2)s1)NCc1ccco1	i	-0.3	i	i	i	-1	-10	i	i	i	i
COc1cc(C(=O)N2CCN(C(=O)C(Cc3cc(C)ccc3C)NC(C)=O)CC2)cc(OC)c1OC (configuration not stated)	i	-0.2	i	i	i	2	4	i	i	i	i
CCN(c1ccccc1)S(=O)(=O)c1ccc(N)c(OC)c1	i	0.7	i	i	i	1	-1	i	6.6*	i	i
CNC(=O)NC(=O)COC(=O)CCCOc1ccc(OC)cc1	i	-0.1	i	i	i	0	-7	i	i	i	i
COc1cc(S(=O)(=O)N(C)C2CCCCC2)c(C)cc1C	/	-0.4	i	/	i	22	13	i	/	i	i
COc1ccc(N2C(=O)CC(Sc3nc(C)c4c(n3)CCCC4)C2=O)cc1 (configuration not stated)	i	1.5	i	i	i	-7	-7	i	i	i	i
CCc1ccc(N2CC(C(=O)N3CCCC3)CC2=O)cc1 (configuration not stated)	i	0.6	i	i	i	-2	1	i	i	i	i
CCN(CC)S(=O)(=O)c1ccc(C(=O)N2CCN=C2SC)cc1	i	-0.3	i	i	i	-2	1	i	i	i	i

Screening data deposited in PubChem by several laboratories.

Rows were taken by chance. Share with any hit: about 6.1%.
